PMI inhibitors = inhibitors of human PMI, primary screen, biochemical, fluorescence intensity, coupled assay (AID 1209) | Mannose-6-phosphate isomerase (Homo sapiens) | purified PMI enzyme, coupled fluorescence intensity; higher % means a stronger effect | inhibition, % at 20 µM; hits with a dose series show IC50 in µM | 190,000 tested, 0.42% active;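 also: plate controls were DMSO vehicle for no effect and wells lacking substrate for full effect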
West Nile virus CPE = West Nile virus antiviral activity, cell-based, CPE readout (AID 1621). West Nile virus-infected cells, CPE inhibition; higher % means a stronger effect. CPE inhibition, % at 10 µM, or IC50 in µM where a hit was titrated. 290,000 tested, 0.02% active; in the data active = a potency from the dose series; also: strong numbers were not always called active
M17LAP inhibition = P. falciparum M17LAP inhibitors, primary screen, biochemical, fluorogenic H-Leu-NHMec substrate, 1536-well (AID 1619). one-dose inhibition, % at 30 µM; IC50 in µM for titrated hits. Leucine aminopeptidase (Plasmodium falciparum (isolate 3D7)). recombinant M17LAP, H-Leu-NHMec fluorogenic kinetic assay; higher % means a stronger effect. 220,000 tested, 0.38% active;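 active = compound inhibiting the enzyme by more than half at any dose during confirmatory dose-response retesting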;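 also: plate controls were full reaction with DMSO carrier for no effect and no enzyme background for full effect; strong numbers were not always called active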
T cell HTS = modulators of CD8 T cell-vesicle binding, primary screen, mouse 2C CD8+ T cells, flow cytometry; 330,000 tested, 0.068% active; 2C CD8+ T cell-vesicle binding; active compounds read low; calls only at 7 µM;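 active = response, share of CD8 T cells binding vesicles, and their 90th percentile fluorescence all below set limits, cut at about 80% in these data, passing the limit was not always enough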
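incubation = binding step 1.5 h, 37 °C, antibody labelling 20 min, ice | test system = 2C mouse CD8+ T cells | read-out basis = percent CD8+ FL2 mean versus row control | controls = Peptide-free naked vesicles (low) and QL9 vesicles with 0.7% DMSO vehicle (high) | detection = flow cytometry of vesicle-bound cells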
TNAP activators = human TNAP enzyme activators, primary screen, biochemical, luminescent, no phosphate acceptor, uHTS (AID 1001) | Alkaline phosphatase, tissue-nonspecific isozyme (Homo sapiens) | purified TNAP, luminescent activation assay, no phosphate acceptor; higher activation fold means a stronger effect | activation fold at 20 µM; hits with a dose series show EC50 in µM | 200,000 tested, 0.03% active; in the data active = activation fold from about 3, or a potency from the dose series; inactive = the rest, 99 in 100 with activation fold below about 1.6; also: many of its hits are not listed in these tables
K1F lysis inhibition = inhibition of K1F phage lysis, E. coli UTI89, bacterial capsule biogenesis inhibitors, alamar blue (AID 488966); E. coli UTI89 K1F phage lysis, alamar blue, 2 h; higher % means a stronger effect; one-dose inhibition, % at 100 µM; IC50 in µM for titrated hits; 340,000 tested, 0.02% active;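 active = phage lysis inhibition, versus mean bacterial control, above a set limit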;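 also: capsule biogenesis inhibitors block K1F phage lysis so surviving cells raise fluorescence; higher fluorescence means more inhibition of phage lysis; actives were called in the ten point dose series up to 300 µM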
M1AAP inhibition = P. falciparum M1AAP inhibitors, biochemical, fluorogenic H-Leu-NHMec substrate, 1536-well (AID 1445); Aminopeptidase N (Plasmodium falciparum (isolate 3D7)); recombinant M1AAP, H-Leu-NHMec fluorogenic kinetic assay; higher % means a stronger effect; inhibition, % at 30 µM, or IC50 in µM where a hit was titrated; 220,000 tested, 0.42% active;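 active = primary inhibition above the hit cutoff, then over 50% inhibition at one or more dose response concentrations, cut at about 23% in these data, passing the limit was not always enough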;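 also: plate controls were DMSO full reaction for no effect and no enzyme background for full effect; strong numbers were not always called active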
RSV antiviral HEp-2 = RSV antiviral activity via CPE protection, HEp-2 cells, primary 10 µM value included (AID 2391). HEp-2 cells, RSV-induced CPE inhibition; higher % means a stronger effect. one-dose CPE inhibition, % at 10 µM; IC50 in µM for titrated hits. 310,000 tested, 0.13% active; in the data active = a potency from the dose series; also: strong numbers were not always called active
human PMI inhibitors = human PMI inhibitors, high substrate, primary screen, biochemical, fluorescence intensity, high mannose 6-phosphate (AID 1220); Mannose-6-phosphate isomerase (Homo sapiens); recombinant PMI enzyme, coupled fluorescence intensity; higher % means a stronger effect; inhibition, % at 20 µM; hits with a dose series show IC50 in µM; 190,000 tested, 0.66% active
T cell HTS vesicle-bound % = recorded beside T cell HTS, whose call it bears; double positive events, %; measured here: CD8+ vesicle-bound cell fraction;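 binding gate set so that unloaded-vesicle control wells show 10% double positive cells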
An asterisk follows results filed as active; i = inactive; . = not tested or not shown; [ ] = dose if it differs, or a comment. Rule as the data show it, unless noted: active = inhibition above about 50%; inactive = the rest.

nr | Molecule | T cell HTS vesicle-bound % | RSV antiviral HEp-2 | West Nile virus CPE | human PMI inhibitors | K1F lysis inhibition | M1AAP inhibition | T cell HTS | TNAP activators | PMI inhibitors | M17LAP inhibition
1 | OCC1(Cc2ccccc2)CCCN(Cc2cn[nH]c2-c2ccccc2)C1 (stereo not drawn) | 40 | 0.5% | -0.7% | 3% | -0.6% | 0% | i | 1 | 12% | 9%
2 | C=CCn1c(SCC(=O)c2[nH]c(C)c(C(C)=O)c2C)nnc1-c1ccncc1 | 25 | 0.3% | -0.4% | -13% | -0.2% | 13% | i | 1 | 5% | 1%
3 | Nc1nc(SCC(=O)NN(c2ccccc2)c2ccccc2)n[nH]1 | 52 | 0.8% | 0.9% | 1% | 0.0% | 1% | i | 1 | 1% | 7%
4 | O=C(NC1CCCCC1)c1ccc(CS(=O)Cc2ccc(Cl)cc2)o1 (stereo not drawn) | 30 | 2.4% | -0.5% | . | 0.4% | . | i | . | . | .
5 | CC(C)CC(C(=O)NC1CCCCC1)N(Cc1cccs1)C(=O)c1snc(C(N)=O)c1N (stereo not drawn) | 49 | -0.9% | 0.0% | 5% | 0.1% | 16% | i | 1.1 | 101%* | 12%
6 | Cc1cccn2c(CNCCc3ccccn3)c(C(=O)N3CCOCC3)nc12 | 21 | -1.1% | -0.3% | . | 0.0% | . | i | . | . | .
7 | CCn1c(CC(=O)Nc2ccc(F)cc2)nnc1SCC(=O)N1CCOCC1 | 10 | 1.1% | 0.1% | . | 0.7% | . | i | . | . | .
8 | O=[N+]([O-])c1cc(/C=N/n2c(-c3ccncc3)n[nH]c2=S)ccc1Cl | 61 | 2.0% | -1.2% | -2% | -0.1% | 6% | i | 0.8 | 2% | 19%
9 | Cc1ccc(NC(=O)CC2=NC(=O)C(CC(=O)Nc3ccccc3F)S2)cc1 (stereo not drawn) | 10 | 9.3% | 0.2% | 0% | 0.2% | 7% | i | 1.4 | -3% | 2%
10 | Oc1ccc(-c2nc3ccccn3c2NCc2ccc3c(c2)OCO3)cc1 | 47 | 0.1% | 0.2% | -3% | 2.1% | 12% | i | 1.1 | -4% | -27%
11 | COc1ccc(-c2oc(/N=C/N3CCOCC3)c(C#N)c2-c2ccc(OC)cc2)cc1 | 27 | 11% | 0.5% | 17% | 0.5% | -2% | i | 0.9 | 8% | 6%
12 | CN1CC(=O)N2C(c3ccc(Cl)cc3)c3[nH]c4ccccc4c3C[C@H]2C1=O (stereo partly drawn) | 47 | 2.9% | -0.8% | . | 0.0% | . | i | . | . | .
13 | O=S(=O)(NC1c2cccc3cccc(c23)C1N1CCNCC1)c1ccc(Cl)cc1 (stereo not drawn) | 46 | -4.2% | -0.1% | 5% | 2.1% | -10% | i | 1.1 | 12% | -6%
14 | COCCNC(=O)COC(=O)/C=C/c1c(C)nn(Cc2ccc(Cl)cc2Cl)c1Cl | 6 | . | 0.0% | 8% | -0.2% | 9% | i | 1.1 | 14% | -9%
15 | CC1CC(C)(C)NC(=S)N1CCCC(=O)NCc1ccccc1 (stereo not drawn) | 3 | 1.0% | 0.4% | 6% | -2.1% | 3% | i | 1 | 4% | 2%
16 | Nc1nc(SCc2ccccc2Cl)[nH]c(=O)c1-c1ccccc1 | 46 | 0.5% | 0.0% | -2% | 0.2% | -6% | i | 1 | 1% | 18%
17 | CCn1c(CNC(=O)c2ccccc2)nc2ccccc21 | 4 | -0.1% | 0.3% | . | 13% | . | i | . | . | .
18 | Cc1ccc(Cn2cc(/C=N/Nc3ccc([N+](=O)[O-])cn3)c3ccccc32)cc1 | 56 | 1.5% | -0.1% | -28% | 0.6% | 0% | i | 0.7 | -22% | -5%
19 | COc1cc(NC(=O)C23CC4CC(C2)CC(n2cnc([N+](=O)[O-])n2)(C4)C3)cc(OC)c1 | 55 | 1.9% | -0.7% | 25% | -0.3%[50 µM] | 9% | i | 1 | 12% | -8%
20 | CC(C)(C)C(=O)/C=c1\[nH]c(=O)/c(=C\c2ccccc2F)s1 | 44 | 4.1% | -0.4% | 9% | 0.4% | 5% | i | 1 | 5% | 0%
21 | O=C(CCS(=O)(=O)c1ccc(Br)cc1)Nc1ccccc1Cl | 21 | 2.9% | -0.8% | . | -0.2% | . | i | . | . | .
22 | CC(NC(=O)COc1ccccc1F)C1CC2CCC1C2 (stereo not drawn) | 57 | 1.1% | -0.3% | -9% | 0.1% | -1% | i | 0.9 | -15% | 8%
23 | Cc1nn(-c2ccccc2)c(N2CCCC2)c1/C=N/NC(=O)C1CC1 | 29 | -0.1% | -0.9% | -1% | 0.3% | 0% | i | 1.1 | 1% | 6%
24 | CCOC(=O)N1CCN(CC(O)c2c[nH]c3ccc(OC)cc23)CC1 (stereo not drawn) | 62 | 0.8% | -0.1% | . | -0.1% | . | i | . | . | .
25 | CCOc1ccc(C(=O)Nc2ccc(NC(=O)c3ccco3)c(Cl)c2)cc1Cl | 23 | 4.4% | . | -2% | -0.3% | 3% | i | 1 | -4% | 3%
26 | CN(Cc1ccccc1)S(=O)(=O)c1ccc2c(c1)CCC(=O)N2 | 50 | 0.2% | 0.2% | . | 0.6% | . | i | . | . | .
27 | NC(=O)CC(NC(=O)Cc1ccc(Br)cc1)c1ccc(NCc2ccc(F)c(F)c2)c([N+](=O)[O-])c1 (stereo not drawn) | 42 | 0.3% | 0.1% | . | 15% | 7% | i | . | . | -2%
28 | COc1ccccc1C(=O)Nc1ccc(NC(=O)c2ccco2)cn1 | 42 | 2.3% | -0.7% | . | 0.4% | . | i | . | . | .
29 | CCOCc1cn(CC(=O)c2ccc(Cl)cc2)c(C)nc1=N | 28 | 1.8% | 0.3% | -1% | 0.4% | 7% | i | 1 | 2% | -17%
30 | CC(C)OCCCNc1ncnc2c1nc1n2CCCC1 | 30 | 1.1% | 0.1% | . | 0.6%[50 µM] | . | i | . | . | .
31 | COc1cc(/C=C(\C#N)c2nc3ccccc3o2)ccc1O | 37 | 14% | 0.3% | . | 0.0% | 12% | i | . | . | 3%
32 | Cc1ccc(C(=O)NNS(=O)(=O)c2ccccc2[N+](=O)[O-])cc1 | 40 | 2.8% | 0.1% | -11% | 0.5% | 0% | i | 1.1 | 4% | 16%
33 | COC(=O)CNC(=O)c1ccc(OC2CCN(C(=O)C3CC3)CC2)cc1 | 23 | 3.2% | -0.3% | 10% | 0.1% | 2% | i | 1.1 | 12% | 2%
34 | Cc1noc(C)c1CSc1nnc(-c2ccccc2)n1N | 25 | 0.1% | -0.3% | 7% | 0.7% | 14% | i | 1.1 | 18% | 12%
35 | Cc1cccn2cc(-c3ccc(NC(=O)Cc4ccccc4)cc3)nc12 | 44 | 3.6% | -0.1% | -9% | -0.5% | 2% | i | 1.1 | -2% | 3%
36 | CCCCN=C(Nc1ccc(Cl)cc1)c1cccnc1 | 62 | 3.0% | -0.6% | -1% | 0.3% | 1% | i | 1 | 0% | 3%
37 | CN1CCN(NC(=O)c2ccc(S(=O)(=O)N3CCCCCC3)cc2)CC1 | 54 | -1.0% | 0.2% | -6% | 4.9% | -6% | i | 1 | -33% | 0%
38 | Cc1cccc(C)c1OCC(=O)N1CCc2ccccc2C1 | 49 | 11% | -0.5% | . | 0.1% | . | i | . | . | .
39 | O=C1C2C3C=CC(C3)C2C(=O)N1CCCO (stereo not drawn) | 37 | 1.4% | 0.4% | 21% | -2.2% | 7% | i | 1.1 | 0% | 5%
40 | O=Cc1cn(-c2ccc(F)cc2)c2ccccc12 | 51 | 20% | 0.3% | 7% | 0.8%[50 µM] | -1% | i | 1.1 | 4% | 6%
41 | CCOC(=O)c1ccc(N2C(=O)CC(N3CC(C)OC(C)C3)C2=O)cc1 (stereo not drawn) | 20 | 2.0% | 0.3% | 8% | 0.9% | 12% | i | 1.1 | 5% | -3%
42 | Cc1ccc(S(=O)(=O)N2CCN(C(=O)CN3CCCCC3)C2)cc1 | 35 | 0.9% | -0.4% | -5% | -0.1% | 0% | i | 1.2 | -2% | 0%
43 | Cc1nc2cc(NC(=O)NCCCO)ccc2o1 | 40 | 1.5% | -0.1% | 6% | 0.4% | -2% | i | 1.1 | 16% | 10%
44 | COc1ccc(/C=N/NC(=O)C2(O)c3ccccc3-c3ccccc32)cc1 | 52 | 0.3% | -0.5% | -5% | 1.9%[50 µM] | 2% | i | 1.1 | -4% | 4%
45 | Cc1sc2ncnc(N3CCC(C(=O)NNC(=O)c4ccccc4Cl)CC3)c2c1C | 8 | 7.3% | 0.5% | . | -0.3% | . | i | . | . | .
46 | Cc1ccc(-c2nnn(CC(=O)N(C)C3CCCCC3)n2)o1 | 6 | 1.3% | -0.3% | 8% | -0.1% | 6% | i | 1.1 | 9% | 8%
47 | O=C(NC1CCCCC1)C(c1cccnc1)N(CCc1ccccc1)C(=O)Cc1cccs1 (stereo not drawn) | 30 | 1.5% | -0.7% | 16% | 3.4% | 5% | i | 0.9 | 16% | -7%

Random excerpt: six entries already listed.
nr | Molecule | T cell HTS vesicle-bound % | RSV antiviral HEp-2 | West Nile virus CPE | human PMI inhibitors | K1F lysis inhibition | M1AAP inhibition | T cell HTS | TNAP activators | PMI inhibitors | M17LAP inhibition
35 | Cc1cccn2cc(-c3ccc(NC(=O)Cc4ccccc4)cc3)nc12 | 44 | 3.6% | -0.1% | -9% | -0.5% | 2% | i | 1.1 | -2% | 3%
47 | O=C(NC1CCCCC1)C(c1cccnc1)N(CCc1ccccc1)C(=O)Cc1cccs1 (stereo not drawn) | 30 | 1.5% | -0.7% | 16% | 3.4% | 5% | i | 0.9 | 16% | -7%
44 | COc1ccc(/C=N/NC(=O)C2(O)c3ccccc3-c3ccccc32)cc1 | 52 | 0.3% | -0.5% | -5% | 1.9%[50 µM] | 2% | i | 1.1 | -4% | 4%
41 | CCOC(=O)c1ccc(N2C(=O)CC(N3CC(C)OC(C)C3)C2=O)cc1 (stereo not drawn) | 20 | 2.0% | 0.3% | 8% | 0.9% | 12% | i | 1.1 | 5% | -3%
38 | Cc1cccc(C)c1OCC(=O)N1CCc2ccccc2C1 | 49 | 11% | -0.5% | . | 0.1% | . | i | . | . | .
43 | Cc1nc2cc(NC(=O)NCCCO)ccc2o1 | 40 | 1.5% | -0.1% | 6% | 0.4% | -2% | i | 1.1 | 16% | 10%

Screens as filed in PubChem.
